A3G deaminase: inhibitors of human APOBEC3G DNA deaminase; Q9HC16; recombinant A3G, ssDNA deamination FAM/TAMRA fluorescence; inhibition, % at 20 µM; actives 0.28% (n = 330,000); AID 493012;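 active = inhibition of at least 40% at 20 µM, with no more than 30% in the related APOBEC3A deaminase screen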;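 note: plate controls were DMSO wells with A3G for no effect and wells lacking A3G enzyme for full effect; some compounds called inactive have numbers as strong as hits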
Target sequence (Q9HC16 whole entry, looked up): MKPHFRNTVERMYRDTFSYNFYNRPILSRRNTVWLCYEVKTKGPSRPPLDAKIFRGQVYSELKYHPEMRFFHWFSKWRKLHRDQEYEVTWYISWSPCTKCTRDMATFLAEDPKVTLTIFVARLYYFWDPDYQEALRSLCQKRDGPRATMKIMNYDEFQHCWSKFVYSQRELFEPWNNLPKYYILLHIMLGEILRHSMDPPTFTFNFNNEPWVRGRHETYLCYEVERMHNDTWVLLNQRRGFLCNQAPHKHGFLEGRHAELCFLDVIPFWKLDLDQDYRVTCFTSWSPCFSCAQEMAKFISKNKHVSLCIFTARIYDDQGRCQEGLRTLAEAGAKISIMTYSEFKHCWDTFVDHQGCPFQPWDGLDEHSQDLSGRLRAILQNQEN
A3A deaminase: inhibitors of human APOBEC3A DNA deaminase; P31941; recombinant A3A, FAM/TAMRA ssDNA deamination fluorescence; inhibition, % at 20 µM; actives 0.41% (n = 330,000); AID 493011;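 active = at least 40% inhibition at 20 µM here, with at most 30% in a related deaminase screen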;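 note: plate controls were A3A with DMSO for no effect and wells lacking A3A enzyme for full effect; some results filed as inactive read as strong as hits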
Target sequence (P31941 whole entry, looked up): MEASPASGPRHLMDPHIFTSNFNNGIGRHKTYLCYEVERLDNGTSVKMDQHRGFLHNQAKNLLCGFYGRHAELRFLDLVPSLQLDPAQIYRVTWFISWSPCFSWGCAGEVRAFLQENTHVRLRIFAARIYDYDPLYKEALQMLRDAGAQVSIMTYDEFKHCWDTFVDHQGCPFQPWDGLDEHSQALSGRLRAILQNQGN
mIAP block: blocks mouse intestinal alkaline phosphatase; purified mouse IAP, CDP-Star luminescence, 30 min; inhibition, % at 10 µM; actives 0.2% (n = 330,000); AID 2806;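 active = inhibition of at least 40% at 10 µM in the primary screen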;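 note: plate controls were DMSO with enzyme for no effect and no enzyme wells for full effect; values of inactives mirror those of a sister screen read the other way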
ATG4B inhibitor: ATG4B (human) cysteine protease inhibition; actives 0.51% (n = 340,000); inhibition, % at 8.33 µM; ATG4B cleavage of LC3-PLA2, NBD-HPC fluorescence, 1 h; Q9Y4P1; in the data active = inhibition above about 40%
Target sequence (Q9Y4P1 whole entry, looked up): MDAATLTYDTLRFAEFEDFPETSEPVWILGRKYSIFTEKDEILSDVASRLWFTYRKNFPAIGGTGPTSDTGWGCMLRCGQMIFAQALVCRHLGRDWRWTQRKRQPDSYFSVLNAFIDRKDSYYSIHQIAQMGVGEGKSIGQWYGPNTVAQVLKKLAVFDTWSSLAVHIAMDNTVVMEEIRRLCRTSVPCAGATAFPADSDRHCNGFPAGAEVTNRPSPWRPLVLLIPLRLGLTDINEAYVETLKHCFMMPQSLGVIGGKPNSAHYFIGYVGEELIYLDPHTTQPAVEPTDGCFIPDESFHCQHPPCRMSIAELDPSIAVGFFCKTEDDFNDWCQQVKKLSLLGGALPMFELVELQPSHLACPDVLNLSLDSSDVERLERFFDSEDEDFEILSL
beta cell repl: induces beta-cell replication in MIN6 cells; MIN6 cells proliferation, ATPlite luminescence, 48 h; cells starved in 0.2% serum; 100% = growth in 10% serum; proliferation, % at 10 µM; actives 0.29% (n = 330,000); AID 2380;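 active = compounds whose signal lies at least 3.5 SD above the mean of all wells on their plate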;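 note: 0% = DMSO-treated cells in low-serum medium and 100% = 10% serum control; some compounds called inactive have numbers as strong as hits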
hIAP block: blocks human intestinal alkaline phosphatase | P09923 | purified IAP, CDP-Star luminescence, 30 min | inhibition, % at 10 µM | actives 0.12% (n = 330,000);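 active = inhibition reaching a set limit with compound at 10 µM in the primary screen, cut at about 35% in these data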;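 note: plate controls were DMSO wells with enzyme for no effect and no-enzyme buffer wells for full effect; values of inactives mirror those of a sister screen read the other way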
mIAP activ: mouse IAP activation; AID 2805; actives 0.24% (n = 330,000); activation factor at 10 µM; muIAP, CDP-Star luminescence, 30 min; stronger effect = higher value; 1 = vehicle-only enzyme signal, 0 = enzyme-free wells;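 active = activation factor of at least 2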; note: the source names both 10 and 20 µM as test concentration; values of inactives mirror those of a sister screen read the other way
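System: Mouse IAP enzyme | Also added: CDP-Star substrate | Dosing: Compounds dispensed in DMSO | Schedule: 30 min enzyme-substrate-compound incubation at room temperature | Technique: Chemiluminescence readout | Control set: DMSO-only wells and no-enzyme negative control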
MPTP inh: inhibitors of mitochondrial permeability transition pore | actives 1.4% (n = 360,000) | inhibition, % at 10 µM | isolated mouse mitochondria, Ca2+ swelling absorbance, 30 min;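 active = inhibition of 50% or more, scaled per plate between neutral and stimulator controls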;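 note: 0% = DMSO wells given calcium and 100% = 1 mM EGTA wells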
hIAP act: human IAP activation; P09923; purified human IAP, CDP-Star luminescence, 30 min; stronger effect = higher value; 1 = vehicle-only enzyme, 0 = enzyme-free background; activation factor at 10 µM; actives 0.16% (n = 330,000); AID 2524;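 active = activation factor of the enzyme at least 2-fold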; note: the source names both 10 and 20 µM as test concentration; values of inactives mirror those of a sister screen read the other way
* hit, by the source's call; x = no result given.

SMILES	A3G deaminase	A3A deaminase	mIAP block	ATG4B inhibitor	beta cell repl	hIAP block	mIAP activ	MPTP inh	hIAP act
Cc1cccn2c(CNCCCOc3cccnc3)c(C(=O)N3CCOCC3)nc12	-2	2	6	29	-2	0	0.94	-1.0	1
COc1cccc(CNC(=O)Cn2nc(-c3ccc(Cl)cc3)ccc2=O)c1	-1	2	-6	11	-4	-7	1.1	-5.0	1.1
O=C(COC(=O)Cc1ccccc1F)Nc1ccc2c(c1)OCO2	-10	0	5	5	0	8	0.95	0.7	0.92
COc1ccc(C2C(CC(=O)O)=C(O)C(=O)N2c2ccccc2)cc1 (stereo not given)	6	6	-16	-6	-3	-5	1.2	-3.8	1
CCOc1ccc(-c2cc(CCCC(=O)NCc3ccco3)no2)cc1	-6	-6	-5	-19	1	10	1.1	0.0	0.9
COc1cc(CN2CCCC(C(=O)c3ccc(C(C)(C)C)cc3)C2)cc(OC)c1O (stereo not given)	-7	-2	16	14	-5	12	0.84	1.7	0.88
CC(=O)c1ccc(N2CCN(C(=S)Nc3cc(C)ccc3C)CC2)cc1	-5	-5	-5	2	0	14	1.1	1.0	0.86
CC1CC(C)CN(S(=O)(=O)c2ccc(Oc3ccc([N+](=O)[O-])cc3)cc2)C1 (stereo not given)	-6	-2	-1	1	-4	14	1	7.8	0.86
CCNC(=O)N(CCOC)CC1CCCN(C2Cc3ccccc3C2)C1 (stereo not given)	-5	-7	0	3	1	-11	1	-0.4	1.1
Cc1nc2ccccc2c(=O)n1NC(=O)c1ccc([N+](=O)[O-])cc1	1	1	4	-4	-1	16	0.96	-1.3	0.84
O=C(NCc1cccc(OC(F)(F)F)c1)c1cccc2c1C(=O)c1ccc(-c3ccc(F)cc3OCc3ccccc3)cc1S2(=O)=O	1	3	-12	1	-4	-12	1.1	1.4	1.1
O=C(COC(=O)/C=C/c1cccc(F)c1)NC1CCCCCC1	-1	6	0	-4	-4	-10	1	-1.4	1.1
Cc1ccc(NC(=O)/C(Cl)=C/c2ccccc2)cc1C	-2	2	8	18	0	-1	0.92	1.6	1
CCc1ccc(NC(=S)Nc2ccc3cn[nH]c3c2)cc1	-9	-3	2	-12	0	-8	0.98	0.3	1.1
O=C(Nc1ccccc1)c1cc(S(=O)(=O)N2CCOCC2)cs1	12	5	-6	-9	1	3	1.1	-0.9	0.97
COc1ccc(C(=O)N2CCCC(c3nc(-c4ccc(C)o4)no3)C2)cc1OC (stereo not given)	-7	-3	3	-2	-1	-12	0.97	-0.2	1.1
COCCN(C(=O)CCc1ccc(OC)cc1)c1nnc(-c2ccncc2)s1	-7	3	6	-9	5	15	0.94	-0.5	0.85
CCOC(=O)C1=C(C)N=c2s/c(=C\c3ccc(OCC(=O)O)c(OC)c3)c(=O)n2C1c1ccc(OC)cc1 (stereo not given)	-2	3	13	14	-4	8	0.87	1.4	0.92
CC(=O)c1cnc2c(-c3cccc(Br)c3)cnn2c1C	-6	-3	12	-7	1	11	0.88	2.3	0.89
CCCCn1c(N)c(N(CC(C)C)C(=O)c2cc(S(=O)(=O)N3CCCCC3)ccc2C)c(=O)[nH]c1=O	-6	0	10	-1	1	13	0.9	0.3	0.87
Cc1nc(N)ncc1C(=O)Nc1ccccc1	-8	0	-2	-4	1	1	1	0.6	0.99
O=C(CNC(=S)N(CCCN1CCOCC1)Cc1cccs1)NC1CCCCCCC1	-5	-2	-2	-10	0	9	1	-0.7	0.91
CC1CCC2(CC1)NC(=O)N(CC(=O)Nc1ccc3c(c1)OCCO3)C2=O (stereo not given)	-1	0	1	-5	1	5	0.99	-0.4	0.95
O=C(O)CCC(=O)N1CCN(S(=O)(=O)c2ccc3ccccc3c2)CC1	-4	-1	-1	3	0	6	1	-0.8	0.94
COc1ccc(C(c2nnnn2C2CCCC2)N2CCC(C)CC2)cc1 (stereo not given)	-6	-6	-6	1	4	-11	1.1	-0.9	1.1
COc1ccccc1C(=O)NC(CCSC)C(=O)N1CCC(Cc2ccccc2)CC1 (stereo not given)	-8	-2	-6	9	-6	6	1.1	0.2	0.94
CCC(C)NC(=O)C1CCC(CNS(=O)(=O)c2ccccc2)CC1 (stereo not given)	-1	1	-5	0	-4	1	1	0.8	0.99
Cc1ccc(-c2nnc(Cc3ccc(Cl)cc3)o2)cc1	-6	0	-9	-1	-1	12	1.1	0.3	0.88
Cc1ccc(N2CCN(S(=O)(=O)N(C)C)CC2)cc1C	-7	-1	4	-5	-2	16	0.96	1.4	0.84
CC(NCC(=O)Nc1ccccc1C(=O)NC1CC1)c1ccccc1Cl (stereo not given)	-8	-2	-6	-9	-3	14	1.1	-0.1	0.85
Cc1cc(C)cc(OCC(=O)N2CCCCCC2)c1	-5	0	1	13	-1	-2	0.99	-0.6	1
CCOc1ccc(-c2c(=O)n(OCc3ccc([N+](=O)[O-])cc3)c3ccccc3[n+]2[O-])cc1	-5	-7	9	x	-1	3	0.91	x	0.97
Cn1c(OCc2cccnc2)nc2c1c(=O)n(Cc1ccc(F)cc1)c(=O)n2C	-1	1	-6	-11	-3	19	1.1	6.3	0.81
Cc1ccc(C(=O)N2CCN(c3cc4c(cc3[N+](=O)[O-])n(C)c(=O)n4C)CC2)cc1	-11	-2	3	-29	-1	2	0.97	2.7	0.98
CC(C)C(c1nnnn1CC1CCCO1)N1CCN(Cc2ccc3c(c2)OCO3)CC1 (stereo not given)	-6	-10	3	-5	-3	-27	0.97	-1.4	1.3
Cc1csc(N(C(=O)Cc2ccccc2F)c2ccccc2)n1	-1	0	7	26	1	-12	0.93	7.8	1.1
CCOc1cccc(NC(=O)/C(C#N)=C\c2cn(CC(=O)O)c3ccccc23)c1	2	4	6	7	0	10	0.94	0.2	0.9
Cc1ccc(CNC(=O)C(=O)NCC2OCCN2S(=O)(=O)c2ccc(Br)cc2)cc1 (stereo not given)	-3	-4	-4	0	-2	-16	1	0.8	1.2
O=C(Cc1ccccc1[N+](=O)[O-])Nc1ccccc1C(=O)N1CCOCC1	-5	2	7	13	0	-2	0.93	0.2	1
COc1ccc(-c2cc(C(=O)NCC(C)C)no2)cc1	0	4	-6	12	1	13	1.1	-1.3	0.87

Five of the compounds above, with values under each structure:
Values run as follows: A3G deaminase	A3A deaminase	mIAP block	ATG4B inhibitor	beta cell repl	hIAP block	mIAP activ	MPTP inh	hIAP act
COc1ccc(C(c2nnnn2C2CCCC2)N2CCC(C)CC2)cc1 (stereo not given)
 : -6	-6	-6	1	4	-11	1.1	-0.9	1.1
O=C(Nc1ccccc1)c1cc(S(=O)(=O)N2CCOCC2)cs1
 : 12	5	-6	-9	1	3	1.1	-0.9	0.97
Cc1ccc(N2CCN(S(=O)(=O)N(C)C)CC2)cc1C
 : -7	-1	4	-5	-2	16	0.96	1.4	0.84
CC1CCC2(CC1)NC(=O)N(CC(=O)Nc1ccc3c(c1)OCCO3)C2=O (stereo not given)
 : -1	0	1	-5	1	5	0.99	-0.4	0.95
CC(NCC(=O)Nc1ccccc1C(=O)NC1CC1)c1ccccc1Cl (stereo not given)
 : -8	-2	-6	-9	-3	14	1.1	-0.1	0.85

Continued.
SMILES	A3G deaminase	A3A deaminase	mIAP block	ATG4B inhibitor	beta cell repl	hIAP block	mIAP activ	MPTP inh	hIAP act
COc1cc2c(cc1OC)C(c1ccccc1Br)NC(=O)C2 (stereo not given)	10	-2	-6	-6	-2	-6	1.1	-0.6	1.1
CCN(CC(=O)NCc1cccs1)CC(=O)Nc1cccc(S(N)(=O)=O)c1	-8	-5	0	-4	2	7	1	-0.4	0.93
O=C(C[n+]1cn(C(F)F)c2ccccc21)c1ccc(OC(F)F)cc1	-2	0	2	-9	-3	-13	0.97	3.7	1.1
COc1cc(C2C(C(C)=O)=C(O)C(=O)N2c2ccc(C)cc2)ccc1O (stereo not given)	-1	1	-1	-3	-3	-2	1	-6.8	1
Cc1ccc(CONS(=O)(=O)c2cc(C)ccc2C)cc1	-10	-4	4	3	1	18	0.96	0.5	0.81
CCOC(=O)c1c(C)nc2c(C#N)cnn2c1C	-10	-2	0	7	-3	-21	1	0.1	1.2
Cc1cccc(N(CC(O)CON=C2c3ccccc3-c3ccccc32)S(C)(=O)=O)c1 (stereo not given)	2	-1	9	-23	-4	27	0.91	2.6	0.73
COc1ccc(C(C(=O)NCC2CCCO2)N(C(=O)Cn2nnc3ccccc32)c2ccc(NC(C)=O)cc2)c(OC)c1 (stereo not given)	-6	-3	6	-9	-1	13	0.94	-0.5	0.87
CC1(C)Cc2c(cnn2-c2ccc(F)cc2)C(NC(=O)C(C)(C)O)C1 (stereo not given)	-11	-6	-3	-8	0	-16	1	1.4	1.2
Cc1ccc(C(=O)C2=C(O)C(=O)N(Cc3cccnc3)C2c2ccc(N(C)C)cc2)o1 (stereo not given)	-11	-3	8	-1	-5	-5	0.92	-0.6	1
COC(=O)CSc1nnc(C2COc3ccccc3O2)n1-c1ccccc1 (stereo not given)	-4	-1	1	-9	-2	-5	0.99	1.9	1.1
COc1ccc(OCc2n[nH]c(=S)o2)cc1	-7	-4	11	-2	2	9	0.89	5.3	0.91
C[N+]1(CCOS(=O)C23CC4CC(CC(C4)C2)C3)CCOCC1 (stereo not given)	24	38	2	2	-1	17	0.98	-1.1	0.83
CC(=O)c1cccc(NC(=O)C(Sc2ncnc3ccccc23)c2ccccc2)c1 (stereo not given)	-10	-3	8	-19	-3	19	0.92	-4.2	0.81
O=C(CSc1cn(CCNC(=O)c2cccs2)c2ccccc12)NC1CCCC1	-10	-3	-19	-3	1	-4	1.2	-0.4	1
CCC(C(=O)NC1CCCCC1)N(C(=O)c1snc(C(N)=O)c1N)c1ccc(OC)cc1OC (stereo not given)	-14	-3	6	-3	-2	5	0.94	-1.0	0.95
CCCc1ncc(CN2CCCC(C(=O)Nc3ccc(-c4cccc(OC)c4)cc3)C2)cn1 (stereo not given)	16	3	0	-12	-3	0	1	-1.7	1
CCCCC(=O)OCC(=O)Nc1ccc(C)c(F)c1	-5	-1	9	-9	1	-6	0.91	-1.1	1.1
CCN1C(=O)CC(NCc2ccc3c(c2)OCO3)C1=O (stereo not given)	-7	0	8	-8	-1	3	0.92	-1.0	0.97
Cc1cc(C)nc(N2CCC(CNC(=O)CCc3ccccc3)CC2)n1	0	3	-9	-12	-3	-13	1.1	-2.8	1.1
Cc1ccc(C)c(S(=O)(=O)N2CCC(c3nc4c(nnn4Cc4ccc(F)cc4)c(=O)[nH]3)CC2)c1	-4	-3	14	6	-6	9	0.86	-0.6	0.91
COc1ccc(-c2ccc(=O)[nH]n2)cc1	0	6	15	13	3	-20	0.85	-1.3	1.2
CCOc1ccccc1C(=O)Nc1ccccc1O	0	0	6	-6	5	6	0.94	1.6	0.94
CC(=O)c1ccc(Nc2cnn(C34CC5CC(CC(CC(=O)O)(C5)C3)C4)c(=O)c2Cl)cc1	-7	0	1	5	-4	-1	0.99	-2.3	1
CCC(C)[C@H](NC(=O)NCc1ccc(OC)c(OC)c1)C(=O)O (stereo not given in full)	0	4	-4	-6	-1	0	1	1.3	1
CCOC(=O)CNC(=O)Cc1ccc(OC)cc1	-5	-2	-6	0	0	0	1.1	1.2	1
CN(C)/C=C/C(=O)c1ccc(S(=O)(=O)c2ccccc2)cc1	0	0	7	-6	-3	-7	0.93	-1.8	1.1
CC(C)C(C(=O)Nc1cccnc1)N1C(=O)c2ccccc2C1=O (stereo not given)	4	2	-8	1	0	6	1.1	0.0	0.94

Compound activity deposited in PubChem BioAssay by Sanford-Burnham Center for Chemical Genomics.
